S3 lipid droplet – qHTS Assay for Lipid Storage Modulators in Drosophila S3 Cells; AID 2685, 2010; 320,000 tested, 0.64% active; Drosophila S3 cells, BODIPY lipid droplet fluorescence, 18-24 h; cells fed with added oleic acid; Potency in µM for hits, for the others lipid storage change, negative = inhibition, % at the top dose, mostly 46.1 µM; active = well fitted inhibition curve with a large enough effect in the signal ratio, with a control signal flat, not every such curve was filed as active; inconclusive = small, poorly fitted or top-dose-only effect, or effect the other way, or a change in a side signal; the % refers to the signal ratio
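Drosophila S3 cells loaded with oleic acid (400 uM, as added) and compounds at several concentrations; lipid droplets imaged by 488-nm laser-scanning cytometry, 500–530 nm intensity and object ratio to cell channel. Percent activity normalized to 20 uM Triacsin C.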
S3 lipid droplet cell count max – further read-out of S3 lipid droplet, marked with its call; cell number change, %; measured here: cell count max response;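 cells counted by Cell Tracker Red CMTPX staining in the red channel; peak over a dose series mostly up to 46.1 µM; percent activity relative to internal control wells on each plate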
An asterisk follows results filed as active; i = inactive; ? = inconclusive; · = not tested or not shown. % is set by controls: 0 for no effect and ±100 for the full control effect; potency is the fitted concentration of half-maximal effect. Only part of the results is shown; rates above refer to the full screens.

smiles	S3 lipid droplet	S3 lipid droplet cell count max
CC(=O)N1CCN(C(=O)c2ccc(Oc3ccccc3)cc2)CC1	1%	14
Cc1cc(Cl)ccc1OCC(=O)NCCCN1CCOCC1	?	·
Cc1ccc(NC(=O)COC(=O)Cn2c(C)csc2=O)c([N+](=O)[O-])c1	?	·
O=C(Nc1ccccc1F)c1ccc(Br)o1	-3%	-11
C=CCc1cccc2cc(C(=O)O)c(=O)oc12	?	·
O=C(O)CSc1nc(C(F)(F)F)cc(=O)n1-c1ccccc1	15%	6
CCOC(=O)N1CCN(C(=O)CSCC(=O)Nc2nc(-c3cccs3)cs2)CC1	-15%	-11
O=C(Nc1cccc(F)c1)NC1CCCCC1	i	-8
CC(=O)N=c1ncn(CC(COC(C)=O)OC(C)=O)c2nc[nH]c12 (centres undefined)	?	·
COc1ccc(/C=C/C(=O)N[C@H](C(=O)O)C(C)C)cc1	?	·
CC(NC(=O)Nc1ccccc1Cl)c1ccc2c(c1)OCO2 (centres undefined)	?	·
CC(C)(C)OC(=O)N1CCC[C@H]1C(=O)Nc1ccc(Br)cc1	-4%	-13
C[n+]1cccc(/C=N/Nc2nc(Cl)c(C#N)c(Cl)c2Cl)c1	17%	6
CCC(C)NC(=O)c1cc(S(=O)(=O)N2CCCCC2)c[nH]1 (centres undefined)	?	·
O=C(CSc1nnc(-c2ccccc2)o1)N1CCc2ccccc2C1	?	·

2 successive entries from above:
smiles	S3 lipid droplet	S3 lipid droplet cell count max
CCOC(=O)N1CCN(C(=O)CSCC(=O)Nc2nc(-c3cccs3)cs2)CC1	-15%	-11
O=C(Nc1cccc(F)c1)NC1CCCCC1	i	-8

Next entries follow:
smiles	S3 lipid droplet	S3 lipid droplet cell count max
CC(NC(=O)C(=O)NN=C1CCCCCC1)c1ccccc1 (centres undefined)	19%	-4
COc1ccc(/C=C/C(=O)NCC(=O)N/N=C/c2cccs2)cc1	?	·
S=C(NCc1ccccc1)NC1CCSc2ccccc21 (centres undefined)	?	·
Cc1cnc(C(=O)OCC(=O)NC2CCCCCCC2)cn1	?	·
COc1ccc(NC(=O)c2ccc(N(C)S(C)(=O)=O)cc2)cc1OC	?	·
O=c1c(F)cn(C2CCCO2)c(=O)n1Cc1c(Cl)cccc1Cl (centres undefined)	?	·
CC(C)Cc1nc(C(N)=O)c2[nH]c(=O)n(-c3ccc(F)cc3)c2n1	?	·
COCCn1c(SC(C)C(=O)Nc2ccc(Cl)cn2)nnc1-c1ccncc1 (centres undefined)	?	·
CC(NC(=O)c1ccc(F)cc1)c1ccc(F)cc1 (centres undefined)	?	·
CCOC(=O)C1=C(CN2CCSCC2)NC(=O)NC1c1cccc([N+](=O)[O-])c1 (centres undefined)	8%	-8
CC1CCC(NC(=O)COC(=O)C2=NN(c3ccccc3)C(=O)CC2)CC1 (centres undefined)	?	·
CN1C2CC(OC(=O)C(CO)c3ccccc3)CC1C1OC12 (centres undefined)	?	·
O=C(N/N=C/c1ccccn1)C12CC3CC(CC(C3)C1)C2	9%	7
Cc1cc(S(=O)(=O)NCc2ccccc2)ccc1OCC(=O)NCC1CCCO1 (centres undefined)	?	·
COCCSc1nc2c(c(=O)[nH]c(=O)n2C)n1Cc1cccc(C)c1	5%	-10

4 entries from above, with each value named:
CN1C2CC(OC(=O)C(CO)c3ccccc3)CC1C1OC12 (centres undefined)
- S3 lipid droplet: ?
- S3 lipid droplet cell count max: ·

O=C(N/N=C/c1ccccn1)C12CC3CC(CC(C3)C1)C2
- S3 lipid droplet: 9%
- S3 lipid droplet cell count max: 7

Cc1cc(S(=O)(=O)NCc2ccccc2)ccc1OCC(=O)NCC1CCCO1 (centres undefined)
- S3 lipid droplet: ?
- S3 lipid droplet cell count max: ·

COCCSc1nc2c(c(=O)[nH]c(=O)n2C)n1Cc1cccc(C)c1
- S3 lipid droplet: 5%
- S3 lipid droplet cell count max: -10

Exported as labelled records: part of the list above.
molecule: COCCn1c(SC(C)C(=O)Nc2ccc(Cl)cn2)nnc1-c1ccncc1 (centres undefined)
  S3 lipid droplet = ? | S3 lipid droplet cell count max = ·

molecule: CC(NC(=O)c1ccc(F)cc1)c1ccc(F)cc1 (centres undefined)
  S3 lipid droplet = ? | S3 lipid droplet cell count max = ·

molecule: CCOC(=O)C1=C(CN2CCSCC2)NC(=O)NC1c1cccc([N+](=O)[O-])c1 (centres undefined)
  S3 lipid droplet = 8% | S3 lipid droplet cell count max = -8

Continued.
smiles	S3 lipid droplet	S3 lipid droplet cell count max
Cc1cccc(NC(=O)CS(=O)(=O)c2cn(CC(=O)N3CCOCC3)c3ccccc23)c1	-3%	1
N#CC(C(=O)NC1CCCCC1)=C1CCCCCC1	?	·
CSc1ccc(/C=N/N2CCN(Cc3ccccc3)CC2)cc1	-6%	-14
CCO[C@@H]1OC(C(=O)NCc2ccccc2)=C[C@H](C(C)(C)C)[C@H]1CCCO	?	·
Cc1ccc(S(=O)(=O)Nc2cc(C(F)(F)F)ccc2N2CCOCC2)c(C)c1	?	·
O=C(Oc1c(-c2ccccc2)oc2ccccc2c1=O)c1ccccc1	?	·
Cc1ccc2c(c1)c(=O)c(Br)c(C)n2Cc1ccccc1	?	·
COc1ccc2[nH]c3c(=O)n(Cc4ccc(C(=O)N5CCC(C(N)=O)CC5)cc4)c(=S)[nH]c3c2c1	?	·
COc1ccc2[nH]c(=O)c(CN(CCO)S(=O)(=O)c3ccc(C)cc3)cc2c1	18%	1
Cc1oc2c(cc(NS(=O)(=O)c3ccc(F)cc3)c3ccccc32)c1C(=O)O	?	·
CNC(=S)N(Cc1cc2cc(C)cc(C)c2[nH]c1=O)C1CCCC1	0%	-2
Cc1[nH]nc2c1C(c1ccc(Cl)cc1)C(C#N)=C(N)O2 (centres undefined)	12%	-26
COc1cccc(CN(C)C(=O)CSc2nc3ccccc3[nH]2)c1OC	?	·
COc1c(Cl)cc(Cl)cc1CNCc1ccccc1	?	·
CCOC(=O)NC(CC(=O)O)c1ccc(OC)cc1 (centres undefined)	?	·
CCOC(=O)C(C)n1ncn2cccc2c1=O (centres undefined)	?	·
Cc1ccc(C(=O)C2Oc3ccccc3C3CC(c4ccc(C)cc4)=NN23)cc1 (centres undefined)	?	·
NC(=O)C1CCN(C(=O)c2ccc(NS(=O)(=O)c3ccc(F)cc3)cc2)CC1	-8%	2
CC1CCN(C(=O)C2CCN(S(=O)(=O)c3ccc4c(c3)CC(C)N4C(=O)C3CC3)CC2)CC1 (centres undefined)	i	7
CCN1CCN(C(=O)C(=O)c2cn(CC(=O)N(CC)CC)c3ccccc23)CC1	-11%	-11
CCN(C(=O)CCc1ccccc1)C1CCCCC1	-5%	-2
Cc1ccccc1-c1nc2ccccc2c(=O)n1/N=C/c1ccccc1[N+](=O)[O-]	?	·
COCCN1C=C2C(=O)C(C)(OC(=O)CCC(=O)OC)C(=O)C=C2C=C1C1CC1 (centres undefined)	-8%	3
COCCn1c(=S)[nH]c2cc(C(=O)N3CCN(c4ccccc4OC)CC3)ccc2c1=O	1%	3
CCC(=O)Oc1ccc(NC(=O)CSCc2ccccc2)cc1	?	·
COC(=O)c1[nH]c2ccccc2c1NC(=O)CCN1CCSCC1	2%	2
O=C(Nc1cc(-c2nn(CC(=O)N3CCCCC3)c(=O)c3ccccc23)ccc1N1CCOCC1)c1ccc(Cl)cc1	?	·
COc1cc(OC)cc(C(=O)N[C@H](C(=O)OCC(=O)Nc2ccc(F)c(F)c2)C(C)C)c1	?	·
CC(/C=C1\SC(=Nc2cccnc2)NC1=O)=C\c1ccccc1	1%	12
COc1cc(/C=C/C(=O)O)cc(S(=O)(=O)N(CC(C)C)CC(C)C)c1OC	?	·
CCCCCc1ccc(OCCOCCn2c[n+](C)c3ccccc32)c(CCCCC)c1	?	·
COc1cc(/C=C2/SC(=Nc3ccc(O)cc3)NC2=O)cc(OC)c1O	?	·
COc1ccc(C(=O)NCCc2nnc3ccc(SCC(=O)Nc4ccccc4)nn23)cc1	?	·
CCOC(=O)C1(Cc2ccccc2)CCN(Cc2ccc3c(c2)OCCO3)CC1	1%	-17
CCOC(=O)C(=O)Nc1cc(C(=O)OC)cc(C(=O)OC)c1	-16%	16
Cn1c(N)c(C(=O)COC(=O)c2ccco2)c(=O)n(C)c1=O	?	·
O=c1cc(N2CCN(c3cccc(Cl)c3)CC2)[nH]c(=O)n1C1CCCCC1	12%	-13
CCOCc1nnc(NC(=O)c2cccs2)s1	?	·
Cc1ccc2cc(COC(=O)c3ccco3)c(=O)[nH]c2c1	i	·
CC(C)NC(=O)COC(=O)/C=C/c1ccco1	?	·
COCCNC(=O)c1ccccc1N(Cc1ccccc1)S(=O)(=O)c1ccc(C)cc1	?	·
Cc1ccccc1CN1CCN(S(=O)(=O)c2cccc3nsnc23)CC1	?	·
CC1CCN(CC(=O)N2c3ccccc3CC2C)CC1 (centres undefined)	-20%	-9
O=c1n(Cc2ccccc2)nc2n1-c1ccccc1SC2	?	·
COc1ccccc1NC(=O)C1CCN(S(C)(=O)=O)CC1	0%	-15

(more compounds)
Order of values – S3 lipid droplet | S3 lipid droplet cell count max
Cc1nnc(SCC(=O)NCC(=O)Nc2ccc(F)c(F)c2F)n1Cc1ccccc1
→ ? | ·
CCOc1ccc(S(=O)(=O)c2cn(C)c3cc(OC)c(OC)cc3c2=O)cc1
→ 15% | ·
C/C(Cl)=C/Cn1c(SC(C)C)nc2c1c(=O)[nH]c(=O)n2C
→ ? | ·
CCc1ccc(N2C(=O)C3C4C=CC(CC4)C3C2=O)cc1 (centres undefined)
→ i | 25
Cc1cc(C(=O)NNS(=O)(=O)c2ccc(C(C)(C)C)cc2)nn1C(C)(C)C
→ 13% | -4
COC(=O)c1ccc(-c2ccco2)n1Cc1cccc(C)c1
→ 4% | -10
Cc1occc1-c1nnc(SCC(=O)O)n1-c1ccccc1
→ i | 19
COCCCNC(=O)CN1C(=O)COc2ccc(S(=O)(=O)N3CC(C)CC(C)C3)cc21 (centres undefined)
→ 0% | -14
CC(=O)c1ccc(NC(=O)NNS(=O)(=O)c2ccc(F)cc2)cc1
→ 24% | ·
CCOc1ccc(C(=O)Nc2nnc(C)s2)cc1OCC
→ ? | ·
COC(=O)C1=C(N)OC2=C(C(=O)CCC2)C1c1cccnc1 (centres undefined)
→ 1% | 12
O=C1NC(=Nc2ccc(F)cc2)CS1
→ 3% | 13
CC1(C)Cc2nc(N3CCOCC3)c(C#N)cc2CO1
→ ? | ·
Cc1ccc(C(=O)N2CCCC(C(=O)Nc3cccc(-c4ccc(F)cc4)c3)C2)cn1 (centres undefined)
→ -27% | 13
CC1=Nc2ccccc2/C1=C/c1nc(-c2ccc(C)s2)oc1O
→ ? | ·
CCCCc1nc2cc(Cl)ccc2o1
→ ? | ·
Cc1ccc(C(=O)NCc2ccc3c(c2)OCO3)c(C)c1
→ 12% | 10
CC(=O)N1CCN(C(=O)CNC(=O)c2ccc(Br)o2)CC1
→ ? | ·
O=S(=O)(CCc1nc2ccccc2s1)c1ccc2ccccc2c1
→ ? | ·
COc1ccc(OCC(=O)Nn2c(-c3ccc(OC)cc3)nc3ccccc3c2=O)cc1
→ ? | ·
COC(OC)c1ccc(C#N)c(SCc2ccc(C)cc2)n1
→ 10% | 6
Cc1cc(C)c(C#N)c(SC2CCCCC2=O)n1 (centres undefined)
→ -6% | 16
COc1ccc(C(C2C(=O)CC(C)(C)CC2=O)C2C(=O)CC(C)(C)CC2=O)cc1
→ -28% | ·
O=C(Cn1c(=O)c2sccc2n(Cc2cccc([N+](=O)[O-])c2)c1=O)NCCc1ccccc1
→ ? | ·
O=C(NC1CC1)C1CCCN1S(=O)(=O)c1ccc2ccccc2c1 (centres undefined)
→ ? | ·
COc1ccc2c(c1)c(=O)oc1cc(OCC(=O)N3CCC(C)CC3)ccc12
→ ? | ·
C=CCN1C(=O)NC(c2ccc(OC)cc2)(C(F)(F)F)S/C1=C(\C#N)c1nnc(N2CCOCC2)n1-c1ccccc1 (centres undefined)
→ ? | ·
CC(=O)Nc1ccc(-c2cc(C(=O)O)c3ccc(C)cc3n2)cc1
→ ? | ·
COc1ccc(S(=O)(=O)N2CCOC2CNC(=O)C(=O)NCc2ccco2)cc1C (centres undefined)
→ -3% | 7
Cn1cccc1C(=O)OCC(=O)Nc1ccc2c(c1)CCC2
→ ? | ·
Cc1nnc(SCC(=O)Nc2ncc3c(n2)CC(C)(C)CC3=O)s1
→ ? | ·
Cc1ccc(-c2nc(CS(=O)CC(=O)N3CCN(c4ccccc4)CC3)c(C)o2)cc1 (centres undefined)
→ i | ·
O=C(NCCCN1CCOCC1)NC12CC3CC(CC(C3)C1)C2
→ ? | ·
O=C1c2ccc(Cl)cc2S(=O)(=O)c2cccc(C(=O)N3CCC(Cc4ccccc4)CC3)c21
→ ? | ·
COc1ccc(-c2cc(C(=O)NC3CCCC3)no2)cc1
→ i | 6
COCCNC(=O)c1n[nH]c2ccccc12
→ ? | ·
O=S(=O)(NCC1CCCO1)c1ccc(S(=O)(=O)N(Cc2ccc(F)cc2)Cc2ccco2)cc1 (centres undefined)
→ 7% | 8
COc1ccc(N2CCN(/C(=N\S(=O)(=O)c3ccccc3)Nc3nc(C)cc(C)n3)CC2)cc1
→ ? | ·
O=C(CN1CCN(Cc2ccccc2)CC1)Nc1cccc(Br)c1
→ ? | ·
O=[N+]([O-])c1cc(-c2nc3nc4ccccc4nc3n2CCc2ccccc2)cc([N+](=O)[O-])c1
→ 17% | 20
CCN1C(=O)C(CC(=O)Nc2ccc(OC)cc2)N(Cc2cccnc2)C1=S (centres undefined)
→ 1% | 0
O=[N+]([O-])c1ccc(COc2cccnc2)cc1
→ ? | ·
c1ccc(CCc2ccncc2)cc1
→ 14% | -16
